NR2F2 inh – inhibitors of human COUP-TFII (NR2F2) | 370,000 tested, 0.7% active | HEK293T NGFI-A luciferase reporter, luminescence | inhibition, % at 8.6 µM | AID 686940;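 active = inhibition above a per-plate cutoff, mean inhibition of test wells between control levels plus 3 SD, cut at about 38% in these data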;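 also: cells cotransfected with COUP-TFII expression vector driving the NGFI-A reporter; 0% = median of COUP-TF2 test wells and 100% = reporter-only cells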
SRC2 inh – inhibits human steroid receptor coactivator 2. Q15596. HEK293 GAL4-SRC2 luciferase reporter, luminescence. inhibition, % at 9 µM. 370,000 tested, 0.17% active. AID 651957;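 active = inhibition above the mean inhibition of all tested compounds plus 3 SD, set per campaign, cut at about 52% in these data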;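 also: 0% = DMSO treated cells and 100% = cells given Gossypol at 36 µM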
NOD2-RIPK2 inh – NOD2-RIPK2 protein interaction inhibition; O43353; CHO BLA complementation NOD2-RIPK2, CCF4 ratio; inhibition, % at 4.98 µM; 360,000 tested, 0.38% active; AID 624267; in the data active = inhibition above about 21%;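 also: 0% = vehicle only and 100% = reference blocker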
TROY signal inh – blocks TROY-dependent signaling in reporter cells; Q293 LMP1-TROYcd NF-kB luciferase reporter, 4 h; inhibition, % at 10 µM; 360,000 tested, 0.98% active; AID 1347056;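 active = compounds whose plate-normalised and pattern-corrected inhibition of the luciferase reporter signal at the single screening dose is 50% or more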
NCOA1 inh – inhibits human SRC1 coactivator; HEK293 GAL4-SRC1 luciferase reporter, luminescence; Q15788; AID 588354; 360,000 tested, 0.12% active; inhibition, % at 3.6 µM;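 active = inhibition above the campaign mean plus 3 SD, with each screening campaign given its own cutoff, cut at about 60% in these data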;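 also: 0% = DMSO treated cells and 100% = gossypol at 36 µM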
ABHD5-PLIN5 inh – ABHD5-PLIN5 protein interaction inhibition; 360,000 tested, 0.78% active; Split G. princeps luciferase complementation, luminescence, 4 h; Q00G26+Q8WTS1; AID 602281; inhibition, % at 4 µM;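 active = inhibition above the mean inhibition across every tested compound plus 3 SD, cut at about 22% in these data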;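 also: 0% = DMSO only wells and the 100% control is not disclosed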
TLR9-MyD88 inh – TLR9-MyD88 interaction inhibition; Q9NR96+Q99836; CHO BLA complementation TLR9-MyD88, CCF4 FRET ratio; inhibition, % at 4.98 µM; 340,000 tested, 0.21% active; AID 504734;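 active = inhibition above the mean over all tested compounds plus 3 SD, cut at about 21% in these data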;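 also: 0% = DMSO only wells and 100% = clavulanate BLA inhibitor control wells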
Exocytosis inh – lytic granule exocytosis inhibition | inhibition, % at 10 µM | 360,000 tested, 0.66% active | TALL-104 LAMP-1 surface exposure, flow cytometry; cells stimulated with thapsigargin and PMA | AID 651702;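 active = inhibition above about 55%, limit read from the data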
NR5A2 inv ag – NR5A2 inverse agonism in reporter assay | O00482 | HEK293T StAR-luciferase reporter, LRH-1 transfected, 24 h | 360,000 tested, 0.13% active | inhibition, % at 3.6 µM;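 active = inhibition above the mean inhibition of all tested compounds plus 3 SD, cut at about 73% in these data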;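 also: 0% = DMSO wells and 100% = reporter-only cells lacking LRH-1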
SRC3 inh – inhibits human SRC3 coactivator. Q9Y6Q9. HEK293 GAL4-SRC3 luciferase reporter, luminescence. inhibition, % at 3.6 µM. 360,000 tested, 0.17% active. AID 588352;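 active = inhibition above a per-campaign cutoff, the mean of all compounds plus 3 SD, cut at about 60% in these data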;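 also: 0% = DMSO-treated cells and 100% = gossypol-treated cells at 36 µM; higher means less SRC3-driven luciferase light from the GAL4 reporter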
Target sequence (Q9Y6Q9 whole entry, looked up, the tested form may be a part): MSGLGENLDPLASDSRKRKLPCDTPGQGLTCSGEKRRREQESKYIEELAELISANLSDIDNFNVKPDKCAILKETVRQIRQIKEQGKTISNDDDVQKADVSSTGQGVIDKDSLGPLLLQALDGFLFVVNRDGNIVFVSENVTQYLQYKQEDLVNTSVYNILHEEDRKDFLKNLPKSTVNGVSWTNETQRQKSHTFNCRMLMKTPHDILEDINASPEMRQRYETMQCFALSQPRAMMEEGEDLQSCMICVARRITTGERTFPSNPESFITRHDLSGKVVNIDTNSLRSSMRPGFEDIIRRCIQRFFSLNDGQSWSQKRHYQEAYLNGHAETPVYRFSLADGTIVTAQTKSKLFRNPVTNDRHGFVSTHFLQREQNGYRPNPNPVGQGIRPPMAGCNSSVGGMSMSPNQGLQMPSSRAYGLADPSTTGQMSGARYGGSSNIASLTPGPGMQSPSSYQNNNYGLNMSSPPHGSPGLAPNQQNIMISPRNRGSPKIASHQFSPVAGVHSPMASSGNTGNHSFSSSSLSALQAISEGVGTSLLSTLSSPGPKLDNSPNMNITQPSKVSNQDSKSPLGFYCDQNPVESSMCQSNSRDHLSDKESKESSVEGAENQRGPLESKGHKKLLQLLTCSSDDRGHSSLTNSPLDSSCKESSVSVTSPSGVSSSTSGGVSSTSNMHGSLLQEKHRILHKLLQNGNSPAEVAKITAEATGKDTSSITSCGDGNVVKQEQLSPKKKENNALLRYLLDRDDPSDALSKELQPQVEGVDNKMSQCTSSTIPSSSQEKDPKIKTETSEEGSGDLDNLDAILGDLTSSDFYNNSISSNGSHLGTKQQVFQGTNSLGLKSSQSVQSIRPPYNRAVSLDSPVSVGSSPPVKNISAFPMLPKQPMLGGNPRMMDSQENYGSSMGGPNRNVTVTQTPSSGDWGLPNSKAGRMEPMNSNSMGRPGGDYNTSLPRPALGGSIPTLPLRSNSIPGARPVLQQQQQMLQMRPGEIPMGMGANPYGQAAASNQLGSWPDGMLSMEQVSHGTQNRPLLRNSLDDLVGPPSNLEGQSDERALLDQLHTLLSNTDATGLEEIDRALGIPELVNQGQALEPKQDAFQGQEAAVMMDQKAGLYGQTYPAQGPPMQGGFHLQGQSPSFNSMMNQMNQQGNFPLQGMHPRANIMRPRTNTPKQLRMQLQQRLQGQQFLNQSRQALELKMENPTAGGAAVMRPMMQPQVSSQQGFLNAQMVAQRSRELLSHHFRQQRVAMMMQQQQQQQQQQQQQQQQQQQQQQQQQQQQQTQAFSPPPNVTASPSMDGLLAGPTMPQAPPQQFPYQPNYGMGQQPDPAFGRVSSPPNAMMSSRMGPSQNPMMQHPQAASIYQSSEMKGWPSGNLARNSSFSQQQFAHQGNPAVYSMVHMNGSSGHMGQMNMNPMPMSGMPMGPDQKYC
TWEAK Fn14 block – TWEAK-Fn14 signaling inhibition | TWEAK-stimulated Fn14 reporter cells, luciferase luminescence, 8 h | inhibition, % at 10 µM | 360,000 tested, 2% active | AID 1159606; in the data active = inhibition above about 50%
An asterisk follows results filed as active; · = not tested or not shown. The list is partial. The share of hits here may be higher or lower than overall.

Each structure is followed by: NR2F2 inh	SRC2 inh	NOD2-RIPK2 inh	TROY signal inh	NCOA1 inh	ABHD5-PLIN5 inh	TLR9-MyD88 inh	Exocytosis inh	NR5A2 inv ag	SRC3 inh	TWEAK Fn14 block
- Cc1ccc2c(c1)C(c1ccccc1)N(C(=O)CC(C)C)CC(=O)N2 (stereo unspecified)
    -18	11	9	-1	-5	-2	-3	-1	13	-6	20
- CCOC(=O)C(C)(C)n1nnc(-c2ccc([N+](=O)[O-])cc2)n1
    18	-8	-2	-18	-11	-4	-12	-1	-17	-14	-20
- Cc1ccc2nc(SCC(=O)N3CCC(C)CC3)nc(=O)n2c1
    1	7	-4	19	-23	1	1	2	-8	-23	9
- O=C(OCC(=O)N1CCN(C(=O)c2ccco2)CC1)c1ccccc1Cc1ccccc1
    -25	-19	-13	-24	-59	7	2	7	-16	-27	-38
- Cn1c(=O)cc(SCC(=O)NCc2ccco2)c2ccccc21
    -12	-5	6	-2	8	-5	2	-4	8	2	7
- O=C1NC(c2ccccc2)Cc2ccncc21 (stereo unspecified)
    -29	59*	0	-9	-1	8	6	-1	14	-35	9
- Cc1ccc(C)c(NC(=S)NCCc2c[nH]c3ccccc23)c1
    7	-25	-13	4	-5	-4	-2	52	-8	23	-15
- Cn1nc(CC(=O)NCc2ccc(C(F)(F)F)cc2)c2ccccc2c1=O
    23	-4	-12	24	-8	3	-7	-1	11	21	39
- Cc1ccc(C(=O)NCCC(=O)N2CCOCC2)cc1
    -24	-84	4	-25	-79	0	3	1	-91	-112	-15
- NC(=O)c1c(NC(=O)C(=O)N2CCOCC2)sc2c1CCCC2
    3	-5	-8	-10	-4	-4	-26	-2	8	-5	-13
- Cc1nc2cc(NC(=O)N3CCN(c4ccccn4)CC3)ccc2o1
    12	14	-6	-5	-11	1	-4	2	-8	3	4
- CCCCc1cc(=O)oc2c3c(cc(OCC(=O)N4CCC[C@H]4C(=O)O)c12)OC(C)(C)CC3
    2	9	-12	0	-14	-12	-6	2	-4	10	-13
- CC(NC(=O)C1CCC1)c1ccc2c(c1)OCO2 (stereo unspecified)
    -13	-8	-3	18	10	-2	-4	1	15	24	11
- Cc1cc2c(cc1C)-n1nnnc1C(N(C)Cc1ccccc1)C(=O)N2 (stereo unspecified)
    -6	11	-15	·	·	-3	·	-13	8	·	·
- COc1ccccc1N1CCN(C(=O)CN(C)S(=O)(=O)c2cc(C)ccc2OC)CC1
    36	13	6	1	-13	3	6	1	6	3	12
- O=C(CSc1nnc2ccccn12)Nc1ccc2c(c1)OCO2
    -12	-18	9	-19	-7	7	-2	-6	-26	6	-15
- O=C(CN(c1cccc([N+](=O)[O-])c1)S(=O)(=O)c1ccccc1)N1CCCCC1
    -3	20	-6	-36	-6	1	-1	-6	12	0	1
- CC(Sc1nnc(-c2ccncc2)n1-c1ccc(F)cc1)C(=O)NC1CC1 (stereo unspecified)
    15	9	1	16	-13	-9	-1	7	-20	2	2
- Cn1c(Cc2cccs2)nnc1SCC(=O)Nc1ccc(C(N)=O)cc1
    1	4	-11	15	-56	-2	1	-1	-3	-3	10
- Cc1ccc(-c2c(C(=O)O)c(C(=O)O)c3n2CCC3)cc1
    2	-41	-13	5	11	9	-16	-3	-14	8	0

The listing continues:
Each structure is followed by: NR2F2 inh	SRC2 inh	NOD2-RIPK2 inh	TROY signal inh	NCOA1 inh	ABHD5-PLIN5 inh	TLR9-MyD88 inh	Exocytosis inh	NR5A2 inv ag	SRC3 inh	TWEAK Fn14 block
- CC1C/C(=N\NC(=O)CCc2ccc(S(=O)(=O)N3CCOCC3)cc2)CC(C)(C)C1 (stereo unspecified)
    -4	-6	-6	0	17	10	16	-5	19	13	-8
- C=CC[C@H](CC(=O)NCCO)C(=O)NCCOC(=O)[C@@H](CC=C)CC(=O)OC(C)(C)C
    1	-1	-12	6	1	3	-3	7	14	1	0
- Cc1ccc(CNC(C)c2ccccc2)cc1 (stereo unspecified)
    0	8	-2	11	12	0	-7	-3	-2	7	-10
- COc1ccc(OC)c(NC(=O)Nc2c(O)ccc3ccccc23)c1
    -19	-31	6	31	-6	-12	-1	1	9	26	24
- Cc1ccc(SC(C)c2nc(-c3cccnc3)no2)cc1 (stereo unspecified)
    -3	5	0	45	-2	0	-7	-1	20	-5	30
- O=C(c1c(Cl)nc2sccn12)N1CCN(c2cccc(Cl)c2)CC1
    -18	4	8	36	-2	-4	-5	2	28	20	25
- COc1ccccc1C1CCN(C(=O)c2ccccc2)CC1
    10	-32	-5	3	22	-4	11	5	-8	-16	-3
- CC12CCC(=O)N1C(C(=O)Nc1cc(Cl)ccc1N1CCCC1)CS2 (stereo unspecified)
    2	3	-2	-12	0	10	1	-2	-23	-13	2
- CCCCNC(=O)C1c2ccccc2OCC(=O)N1Cc1ccccn1 (stereo unspecified)
    -1	-16	-4	3	·	-3	·	-1	1	·	2
- COc1ccc(C2C(C(C)=O)=C(C)Nc3ncnn32)c(OC)c1OC (stereo unspecified)
    -6	8	3	-3	7	3	4	-7	-9	-10	18
- NC(=O)c1nsc(C(=O)N(c2cccc(F)c2)C(C(=O)NC2CCCC2)c2ccco2)c1N (stereo unspecified)
    -23	-15	-14	6	5	-1	2	19	0	-22	-2
- O=C(CSc1nnnn1-c1ccccc1)NCc1ccco1
    -8	-36	-2	7	-17	3	1	-4	16	-6	-3
- O=c1[nH]c(=O)c2cc([N+](=O)[O-])cc([N+](=O)[O-])c2[nH]1
    -3	3	0	68*	8	-5	-3	0	12	8	7
- Cc1oc(-c2ccccc2F)nc1CS(=O)(=O)CC(=O)NC1CCCC1
    8	8	-2	9	-6	3	-1	0	6	3	4
- O=C(CN1C(=O)NC2(CCCCCCC2)C1=O)NCc1ccc(F)cc1
    -7	0	-2	9	-2	-4	-6	-6	-1	14	-5
- CCC(CC)NC(=O)COC(=O)CCC(=O)c1ccc(Cl)cc1
    -14	11	9	14	5	-3	0	-1	-7	0	7
- CCCC(=O)NC(C)c1nc2ccccc2[nH]1 (stereo unspecified)
    -8	-11	-9	7	2	-1	7	0	1	-32	-5
- COc1ccc(NC(=O)COC(=O)Cc2ccccc2[N+](=O)[O-])cc1OC
    11	-3	4	6	1	-5	-5	-2	34	-1	1
- CN1CCCN(c2cc(-c3ccc4ccccc4c3)nc3ccnn23)CC1
    9	-31	-3	2	-5	8	·	-11	-1	0	7
- O=S(=O)(/C=C/c1cccc(Br)c1)N1CCOCC1
    -9	12	-2	-7	8	-4	0	1	1	8	-14

Following part
Each structure is followed by: NR2F2 inh	SRC2 inh	NOD2-RIPK2 inh	TROY signal inh	NCOA1 inh	ABHD5-PLIN5 inh	TLR9-MyD88 inh	Exocytosis inh	NR5A2 inv ag	SRC3 inh	TWEAK Fn14 block
- Brc1ccc2ncnc(NCc3ccccc3)c2c1
    58*	55*	-6	54*	67*	-3	-1	2	41	64*	82*
- COc1ccc(CCNc2nncc(=O)[nH]2)cc1OC
    -11	-5	-10	-19	-11	8	-2	1	17	11	0
- O=C(O)c1cccc(NC(=O)c2ccccc2NC(=O)c2cccs2)c1
    0	-39	0	-8	-3	-8	-16	-1	18	0	-9
- COc1ccc(NC(=O)Nc2cc(C)ccc2OC(F)F)c(OC)c1
    4	-26	-3	-11	-12	0	6	-1	-21	8	-2
- Nc1nc(-c2ccc(Br)s2)c(Br)s1
    -25	-30	-9	8	-20	-9	-4	-2	-32	-7	-34
- N#CCc1nc(CSc2nc3ccccc3o2)cs1
    -15	-27	6	-33	-100	-6	1	2	-48	-52	-25
- Cc1ccc(Nc2nc(N)nc(CN3CCN(C)CC3)n2)cc1
    -2	-54	-2	-28	-35	1	-6	-2	-7	-7	-5
- Cc1ccc(C)c(S(=O)(=O)N2CCCC2CNC(=O)C(=O)NCC2CCCO2)c1 (stereo unspecified)
    1	-20	-2	7	-13	-10	-3	1	-5	7	-4
- CC(C)(CO)CNC(=O)c1ccc(OC2CCN(C(=O)C3CC3)CC2)cc1
    0	-19	1	-4	-4	-1	10	-2	2	12	0
- COC(=O)C(NC(=O)C(NC(=O)c1ccccc1)C(C)C)C(C)C (stereo unspecified)
    -10	-6	-1	15	2	2	8	-6	10	16	8
- Cc1nc2sccn2c1-c1nc(-c2cc3ccccc3o2)cs1
    -6	-3	-7	-49	-29	5	-8	-3	-33	-27	-14
- Cc1ccc(S(=O)(=O)N(C)C)cc1NC(=O)COC(=O)C1CCCC1
    -7	-18	0	-12	-4	9	-3	2	5	5	-4
- COc1ccccc1CCC(=O)OCC(=O)Nc1ccc(S(N)(=O)=O)cc1
    -3	5	-1	7	-34	-1	-5	8	2	0	2
- NC(Cc1ccccc1)c1csc(Nc2ccc(C(=O)c3ccccc3)cc2)n1 (stereo unspecified)
    5	13	-3	20	7	9	·	11	18	4	-2
- CCCCn1c(SCC(=O)N2CCCC2)nnc1-c1ccccc1
    -2	-11	9	-4	-6	-8	0	0	8	0	-22
- CC(C)CCOc1ccc(NC(=O)C2OC3OC(C)(C)OC3C3OC(C)(C)OC23)cc1 (stereo unspecified)
    3	2	-4	1	-2	3	-3	-3	12	4	7
- CCn1c(C(=O)NCCCc2ccccc2)cc2sccc21
    5	-22	0	-11	-9	-4	-6	7	-16	-5	-10
- N#Cc1c2c(c(NCc3cccnc3)n3c1nc1ccccc13)CCC2
    -7	-12	-2	-25	-25	3	7	0	21	24	-9
- CC(C)(C)n1ncc2c(=O)n(CC(=O)N3CCN(c4ccccc4)CC3)cnc21
    0	18	0	·	0	5	4	-7	2	1	·
- CC(=O)Nc1ccc(NC(=O)c2cc(-c3ccc(C)c(C)c3O)n[nH]2)cc1
    7	-44	-11	-27	-10	4	10	-10	-9	1	-20

(list continues)
Each structure is followed by: NR2F2 inh	SRC2 inh	NOD2-RIPK2 inh	TROY signal inh	NCOA1 inh	ABHD5-PLIN5 inh	TLR9-MyD88 inh	Exocytosis inh	NR5A2 inv ag	SRC3 inh	TWEAK Fn14 block
- O=C(NCCS(=O)(=O)N1CCN(c2ccccc2)CC1)C1CC1
    -12	-59	2	12	-8	1	3	-4	21	22	-6
- CCC(C)NC(=O)c1cc(CC(C)C)on1 (stereo unspecified)
    -25	-27	0	-27	-44	-2	-14	8	-1	-35	-18
- O=C(Nc1ccc2c(c1)OCO2)Nc1ccc(Br)cn1
    -34	-77	-5	-69	-53	15	-11	0	-108	-80	-35
- C/C(N)=C(/C#N)C(=O)COC(=O)CCSc1ccccc1Cl
    7	-18	6	-4	-10	-2	6	0	3	6	-2
- Cc1ccc(OCCCCN2CCCCC2)c(C)c1
    19	-24	-9	-4	3	4	12	1	8	12	4
- C/C(=N\NC(=O)C1CC1)c1ccc(OC(F)F)cc1OC(F)F
    2	-17	6	-7	17	-5	-6	2	-25	12	-29
- COc1ccc(C2C(C(=O)Nc3ccc(OC)c(OC)c3)c3ccccc3C(=O)N2C)cc1 (stereo unspecified)
    -10	9	-6	11	4	-2	3	-1	4	-15	-16
- Cc1ccc(NNS(=O)(=O)c2ccc(C)cc2)cc1
    -10	-57	-2	-22	-10	-9	-2	4	6	-8	-12
- O=C(c1ccccc1)N1CCN(Cc2ccccc2C(F)(F)F)CC1
    3	7	5	11	10	3	-6	4	-15	3	12
- CC(=O)c1cccc(NC(=O)c2ccccc2N(Cc2ccccc2)S(C)(=O)=O)c1
    -3	-10	-4	11	10	3	-2	16	8	1	-3

Source: PubChem
